NS5 inhibitors = Dengue-2 NS5 methyltransferase inhibitors, primary screen, biochemical, confirmation dose response (AID 588689); Dengue-2 NS5 methyltransferase capping enzyme assay, biochemical; higher % means a stronger effect; one-dose inhibition, % at 25 µM; IC50 in µM for titrated hits; 340,000 tested, 0.3% active; in the data active means a potency from the dose series; inconclusive means inhibition above about 29% without an active follow-up result
K1F lysis inhibition = inhibition of K1F phage lysis, E. coli UTI89, bacterial capsule biogenesis inhibitors, alamar blue (AID 488966); E. coli UTI89 K1F phage lysis, alamar blue, 2 h; higher % means a stronger effect; inhibition, % at 100 µM; hits with a dose series show IC50 in µM; 340,000 tested, 0.02% active;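 active means phage lysis inhibition, versus mean bacterial control, above a set limit; inconclusive means no clear call, values can overlap the other calls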;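 further: capsule biogenesis inhibitors block K1F phage lysis so surviving cells raise fluorescence; higher fluorescence means more inhibition of phage lysis; actives were called in the ten point dose series up to 300 µM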
MgcRacGAP inhibition = MgcRacGAP GTPase-activating activity inhibitors, confirmation, biochemical, ADP Hunter fluorescence | MgcRacGAP-stimulated Rac1 GTP hydrolysis, ADP Hunter fluorescence; higher % means a stronger effect; GST-tagged Rac1 F28L mutant substrate | inhibition, % at 30 µM; hits with a dose series show IC50 in µM | 340,000 tested, 0.6% active | AID 624330;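 active means first-screen hits whose inhibition reached a set limit at any dose in the follow-up dose series; inconclusive means inhibition above the set first-screen limit but never retested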;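 further: fluorescence reports GDP produced by GAP-driven GTP hydrolysis; strong numbers were not always called active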
SIAH1 antagonists = blockers of Siah-1 interaction with plectin peptide – biochemical, fluorescence polarization, rhodamine-plectin, uHTS, primary screen (AID 1817); Siah-1 / rhodamine-plectin peptide fluorescence polarization; higher % means a stronger effect; displacement, % at 20 µM, or IC50 in µM where a hit was titrated; 290,000 tested, 0.02% active;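 active means displacement of at least 50% at 20 µM, with a fluorescence ratio check between 0.3 and a set limit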;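 further: plate controls were Siah plus tracer with DMSO for no effect and tracer alone without Siah for full effect; strong numbers were not always called active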
NTR1 agonist = agonists of NTR1, primary screen, imaging, U2OS cells, beta-arrestin-GFP, high content (AID 493036) | 330,000 tested, 0.17% active | activation, % at 20 µM | P30989 | NTR1-U2OS beta-arrestin-GFP spot imaging, agonist mode;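 active means activation at or above 40% of the spot to cytoplasm intensity ratio, with at least 20 cells analyzed; inconclusive means wells under 20 cells, flagged as cytotoxic or low count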;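 further: 0% = DMSO without peptide and 100% = 100 nM NTR1 peptide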
Target sequence (P30989 whole entry, looked up): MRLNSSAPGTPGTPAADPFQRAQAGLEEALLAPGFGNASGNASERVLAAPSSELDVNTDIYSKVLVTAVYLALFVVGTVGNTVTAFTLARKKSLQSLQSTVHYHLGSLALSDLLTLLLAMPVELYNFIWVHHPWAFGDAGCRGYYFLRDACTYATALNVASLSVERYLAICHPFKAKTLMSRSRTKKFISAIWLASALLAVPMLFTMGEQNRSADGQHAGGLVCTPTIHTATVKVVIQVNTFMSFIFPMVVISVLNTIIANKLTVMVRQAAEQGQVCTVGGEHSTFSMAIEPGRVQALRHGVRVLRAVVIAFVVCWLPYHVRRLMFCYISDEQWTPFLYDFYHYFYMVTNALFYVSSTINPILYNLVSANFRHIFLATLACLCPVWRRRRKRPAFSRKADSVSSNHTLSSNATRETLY
AID2073 = disruptors of CaV2.2 binding to Mint1 – biochemical, HTRF (AID 2073); inhibition, % at 20 µM; hits with a dose series show IC50 in µM; HTRF protein-protein interaction, Mint1-CaV2.2; higher % means a stronger effect; 290,000 tested, 0.19% active; in the data active means inhibition mostly above about 51%, no sharp cut-off; inconclusive means no clear call, values can overlap the other calls; inactive means mostly below about 53%; further: some results filed as inactive read as strong as hits
RSV CPE inhibition = RSV antiviral activity via CPE protection, HEp-2 cells, primary 10 µM value included (AID 2391). HEp-2 cells, RSV-induced CPE inhibition; higher % means a stronger effect. one-dose CPE inhibition, % at 10 µM; IC50 in µM for titrated hits. 310,000 tested, 0.13% active; in the data active means a potency from the dose series; inconclusive means CPE inhibition mostly from about 23% at the one dose, without a potency; inactive means the rest, 99 in 100 with CPE inhibition below about 21%; further: strong numbers were not always called active
West Nile antiviral = inhibition of WNV-induced cytopathic effect – cell-based, CPE readout (AID 1621) | West Nile virus-infected cells, CPE inhibition; higher % means a stronger effect | CPE inhibition, % at 10 µM, or IC50 in µM where a hit was titrated | 290,000 tested, 0.02% active; in the data active means a potency from the dose series; inconclusive means CPE inhibition mostly from about 3.7% at the one dose, without a potency; inactive means the rest, 99 in 100 with CPE inhibition below about 2.2%; further: strong numbers were not always called active
SV40 large T antigen = SV40 large T antigen inhibitors, biochemical (AID 1903); 310,000 tested, 0.39% active; SV40 large T antigen ATPase/helicase inhibition assay; higher % means a stronger effect; one-dose inhibition, % at 20 µM; IC50 in µM for titrated hits; in the data active means a potency from the dose series; inconclusive means inhibition mostly from about 32% at the one dose, without a potency; inactive means the rest, 99 in 100 with inhibition below about 32%; further: strong numbers were not always called active
NTR1 agonist cell count 20 µM = second read-out of NTR1 agonist, no call of its own (marks repeat the call); cell count; measured here: cell count, cytotoxicity flag
NS5 inhibitors pilot replicate = further read-out of NS5 inhibitors, marked with its call; inhibition, %; measured here: pilot screen replicate inhibition
Starred values were filed as active, the others as inactive; ? = inconclusive; · = no result given; & = joins results of further samples; [ ] = another dose, or the depositor's remark.

A first look, four compounds:
SMILES	NS5 inhibitors	K1F lysis inhibition	MgcRacGAP inhibition	SIAH1 antagonists	NTR1 agonist	NTR1 agonist cell count 20 µM	AID2073	RSV CPE inhibition	West Nile antiviral	SV40 large T antigen	others
O=C(CN1C(=O)c2ccccc2C1=O)NCC1COc2ccccc2O1 (stereo unspecified)	-6%	5.3%	3%	2%	-1.3	95	1%	1.7%	0.0%	10%
Cc1ccc(S(=O)(=O)N2CCC(C(=O)N[C@H](C(=O)NCc3ccco3)C(C)C)CC2)cc1	-3%	-0.1%	0%	2%	0.6	70	0%	1.6%	-0.3%	14%
CCOC(=O)Cc1csc(NS(=O)(=O)c2ccc3ccccc3c2)n1	-7%	-0.3%	4%	-8%	1.6	80	-5%	2.2%	-0.3%	7%
CCn1nnnc1SCC(=O)c1cc(Cl)ccc1OC	-17%	0.1%	4%	5%	1.1	43	0%	-0.1%	-0.1%	24%

All compounds of this part, previewed entries included:
SMILES	NS5 inhibitors	K1F lysis inhibition	MgcRacGAP inhibition	SIAH1 antagonists	NTR1 agonist	NTR1 agonist cell count 20 µM	AID2073	RSV CPE inhibition	West Nile antiviral	SV40 large T antigen	others
O=C(CN1C(=O)c2ccccc2C1=O)NCC1COc2ccccc2O1 (stereo unspecified)	-6%	5.3%	3%	2%	-1.3	95	1%	1.7%	0.0%	10%
Cc1ccc(S(=O)(=O)N2CCC(C(=O)N[C@H](C(=O)NCc3ccco3)C(C)C)CC2)cc1	-3%	-0.1%	0%	2%	0.6	70	0%	1.6%	-0.3%	14%
CCOC(=O)Cc1csc(NS(=O)(=O)c2ccc3ccccc3c2)n1	-7%	-0.3%	4%	-8%	1.6	80	-5%	2.2%	-0.3%	7%
CCn1nnnc1SCC(=O)c1cc(Cl)ccc1OC	-17%	0.1%	4%	5%	1.1	43	0%	-0.1%	-0.1%	24%
CCc1cc(=O)oc2cc(OCC(=O)NCCCN3CCCC3=O)c(Cl)cc12	-10%	0.2%	10%	14%	0.7	55	7%	0.4%	-0.3%	5%
Cc1ccnc(NS(=O)(=O)c2cc(C(F)(F)F)ccc2Cl)c1	·	·	·	-7%	2.7	61	2%	-1.3%	-0.1%	6%
O=C(Nc1ncc(Cc2cccc([N+](=O)[O-])c2)s1)c1ccco1	2%	0.1%	10%	-3%	6.9	34	0%	-2.2%	-0.2%	7%
CCN1C(=O)CSC1=Nc1ccccc1Cl	3%	0.9%	11%	1%	1.0	56	7%	1.8%	-1.3%	11%
O=C(COc1ccc2c3c(c(=O)oc2c1)CCC3)N1CCN(c2ccc(F)cc2)CC1	1%	0.0%	7%	-5%	1.3	72	5%	22%	-0.3%	11%
N#Cc1c(NC(=S)NC(=O)c2ccccc2)sc2c1CCC2	2%	0.8%	14%	1%	4.3	41	24%	0.6%	·	3%
Cc1c(Cl)cccc1NC(=O)CCC(=O)c1cccs1	1%	0.2%	7%	-4%	-0.3	92	3%	1.3%	-0.6%	5%
Cc1cccc(NC(=O)c2ccc(Cl)c(S(=O)(=O)N3CCCCC3)c2)n1	1%	-0.2%[50 µM]	5%	·	1.2	71	·	11%	·	12%
COC(=O)c1cc(Br)c(=O)n(CC(C)C)c1	0%	1.9%	7%	4%	-0.2	42	1%	1.1%	0.2%	-10%
CCn1cc(C(=O)NCCCN2CCN(C)CC2)c(=O)c2cc(S(=O)(=O)N3CCc4ccccc4C3)ccc21	0%	0.9%	2%	0%	0.7	47	-3%	-1.6%	·	-2%
COc1ccc(OC)c(S(=O)(=O)Nc2cnc3ccccc3c2)c1	-3%	0.6%	5%	2%	-1.4	89	5%	0.5%	0.7%	21%
C/C(=N\NC(N)=S)C12CC3CC(CC(C3)C1)C2	-6%	1.7%[50 µM]	17%	0%	2.8	58	-19%	1.1%	-0.5%	2%
COCc1cc(C)nc(NCCc2ccccc2)c1C#N	0%	-0.4%	16%	-5%	1.6	54	-11%	1.4%	-0.2%	2%
O=C(C[n+]1ccc(-c2cc(C(=O)Nc3cccc(C(F)(F)F)c3)c3ccccc3n2)cc1)c1cccc([N+](=O)[O-])c1	-9%	0.5%	-15%	-3%	2.6	67	23%	7.3%	-1.2%	0%
COc1ccc(NC(=O)CN(C)C(=O)c2ccc(-c3cccc(C(F)(F)F)c3)o2)cc1	0%	3.3%[50 µM]	6%	2%	1.1	70	5%	4.2%	-0.7%	10%
CCC(CC)C(=O)Nc1cc([N+](=O)[O-])ccc1F	-2%	2.1%	6%	2%	0.4	52	-1%	0.2%	-0.1%	2%
COc1cc(-c2nc3ccccn3c2N)ccc1O	-6%	0.2%	21%	-1%	-1.4	61	0%	1.3%	1.4%	?	NS5 inhibitors pilot replicate=0.9
CCn1c(SCC(=O)Nc2ccccc2OC)nc2ccccc2c1=O	-1%	4.2%	5%	0%	0.3	34	14%	?	-0.5%	4%
Cc1ccc(C)c(CNS(=O)(=O)c2c(C)[nH]c(C)c2C(=O)N2CCCC2)c1	2%	0.4%	8%	6%	0.2	65	3%	1.7%	-1.0%	6%
Cn1cnc2nc3n(c2c1=O)CCC3	-7%	0.6%	5%	-4%	0.6	70	?	0.1%	0.1%	5%	NS5 inhibitors pilot replicate=-3.9
O=C(Nc1ccccc1C(=O)Nc1ccccn1)c1cc(F)c(F)cc1Cl	-2%	1.2%	4%	5%	2.7	51	-2%	0.7%	-1.2%	12%
O=C(CSCc1ccc([N+](=O)[O-])cc1)Nc1ccccc1C(=O)O	-10%	0.8%	8%	6%	0.7	64	-1%	2.0%	0.9%	7%
C/C(=C\C(=O)c1ccccc1)Nc1ccc(Cl)c(Br)c1	3%	-3.0%	7%	·	1.8	64	·	14%	-0.1%	·
COc1ccc(NC(=O)Nn2cnnc2)cc1OC	-4%	0.0%	8%	-3%	-0.8	54	6%	1.9%	0.1%	4%
CCCCN(Cc1cc2ccccc2[nH]c1=O)S(=O)(=O)c1ccc(C)cc1	-10%	-1.2%	2%	-7%	7.7	52	16%	2.6%	-0.8%	·
CCOc1ccc(C(C)C)cc1S(=O)(=O)N1CCN(C(=O)c2ccco2)CC1	-5%	0.1%	8%	-7%	1.6	66	5%	0.0%	-0.7%	0%

Pulled one by one from the list above:
SMILES	NS5 inhibitors	K1F lysis inhibition	MgcRacGAP inhibition	SIAH1 antagonists	NTR1 agonist	NTR1 agonist cell count 20 µM	AID2073	RSV CPE inhibition	West Nile antiviral	SV40 large T antigen	others
O=C(CSCc1ccc([N+](=O)[O-])cc1)Nc1ccccc1C(=O)O	-10%	0.8%	8%	6%	0.7	64	-1%	2.0%	0.9%	7%
Cn1cnc2nc3n(c2c1=O)CCC3	-7%	0.6%	5%	-4%	0.6	70	?	0.1%	0.1%	5%	NS5 inhibitors pilot replicate=-3.9

The main list resumes, starting two compounds before the break.
SMILES	NS5 inhibitors	K1F lysis inhibition	MgcRacGAP inhibition	SIAH1 antagonists	NTR1 agonist	NTR1 agonist cell count 20 µM	AID2073	RSV CPE inhibition	West Nile antiviral	SV40 large T antigen	others
CCCCN(Cc1cc2ccccc2[nH]c1=O)S(=O)(=O)c1ccc(C)cc1	-10%	-1.2%	2%	-7%	7.7	52	16%	2.6%	-0.8%	·
CCOc1ccc(C(C)C)cc1S(=O)(=O)N1CCN(C(=O)c2ccco2)CC1	-5%	0.1%	8%	-7%	1.6	66	5%	0.0%	-0.7%	0%
O=C(O)c1cccc(O)c1O	3%	1.8%	7%	·	-0.3	69	·	-0.8%	0.1%	13%
COc1ccc(NS(=O)(=O)c2cccc(Cl)c2Cl)cc1S(=O)(=O)N1CCCCC1	-1%	1.2%	4%	6%	0.4	34	-8%	4.8%	-0.2%	15%
CC1CC(C)CN(CCCNC(=O)Cn2ncc3c(=O)oc4ccccc4c32)C1 (stereo unspecified)	-4%	4.5%	4%	0%	-1.3	55	0%	0.1%	0.3%	1%
Cc1ccc(OCCC(=O)OC(C)C(=O)NC2CC2)cc1 (stereo unspecified)	4%	0.9%[50 µM]	7%	·	-0.3	66	·	1.4%	·	2%
Cc1c2ccccc2nc2c(F)c(NC(C)C)c(F)c(F)c12	?	-0.1%[50 µM]	8%	26%	·	·	24%	-1.3%	-0.6%	7%
O=S(=O)(Nc1cccc2c1ccc1cccn12)c1cccs1	-9%	-1.3%	10%	-6%	-0.2	70	6%	7.8%	0.0%	26%
Cc1ccc(N(Cc2ccc([N+](=O)[O-])cc2)C(=O)c2ccco2)cc1	-6%	-0.2%	6%	-6%	-0.9	100	9%	3.3%	-0.8%	4%
CCN1C(=O)C(=O)N(CC(=O)Nc2cccc(C(F)(F)F)c2)C1=O	6%	1.2%	2%	·	0.8	56	·	·	·	·
Cc1cccc(N2CCN(C(=O)CS(=O)(=O)Cc3nc(-c4ccccc4F)oc3C)CC2C)c1 (stereo unspecified)	-1%	-0.2%	6%	-2%	1.4	95	5%	2.6%	0.0%	-3%&-1%
CCN(CC(=O)Nc1ccc(NC(C)=O)cc1)C(=O)Cc1ccccc1F	-9%	-0.1%	10%	-2%	0.2	54	14%	0.0%	-0.1%	-1%
CCc1nnc(NC(=O)C23CC4CC(CC(C4)C2)C3)s1	-2%	0.1%	2%	-1%	14	69	16%	8.5%	-0.8%	7%
COc1ccc(OC)c(NC(=O)CSc2nc3cccnc3n2C)c1	1%	1.1%	10%	3%	-1.3	84	-6%	5.7%	-0.3%	4%
CCCCC(=O)Nc1cccc(-c2cn3ccsc3n2)c1	-2%	0.1%	11%	0%	3.7	42	-3%	-1.1%	0.8%	15%
CC(c1ccccc1)C1C(C#N)=C(N)OC2=C1C(=O)CC(C)(C)C2 (stereo unspecified)	-6%	0.1%	-1%	-3%	-0.1	83	3%	21%	-0.4%	-2%	NS5 inhibitors pilot replicate=3.0
O=C(CSc1ncnc2sc3c(c12)CCCC3)c1ccccc1	-2%	5.3%	3%	2%	7.5	54	-4%	-1.0%	-0.4%	7%
O=C(COc1c(Br)cc(Br)cc1Br)N/N=C/c1ccco1	-6%	-0.1%[50 µM]	2%	12%	1.4	64	-7%	1.6%	-0.6%	8%

Not a hit list; about 1.6% have a hit in one of these screens.
